Screens (PubChem)
dFosB act – enhances mouse delta FosB homodimer DNA binding | purified delta FosB, TAMRA-CDK5 oligo fluorescence polarization; percent of positive-control signal above neutral wells | activation, % at 25 µM | AID 493131 | actives 0.99% (n = 340,000);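 active = mean activation above about 17%, with every replicate also reaching it, limit read from the data, passing the limit was not always enough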;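 also: fluorescence polarization rise as delta FosB binds a TAMRA Cdk5 AP-1 oligo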
PvdQ acylase – blocks Pseudomonas aeruginosa PvdQ acylase activity | purified PvdQ acylase, fluorescence plate reader | inhibition, % at 10 µM | actives 0.063% (n = 340,000); in the data active = inhibition above about 30%, passing the limit was not always enough;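 also: 0% = vehicle neutral wells and 100% = reference inhibitor wells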
SR-BI DiI-HDL act – SR-BI HDL lipid transfer activation. CHO ldlA[mSR-BI] cells, DiI-HDL uptake fluorescence, 3 h; 100 = double the neutral-control signal. activation, % at 12.5 µM. actives 0.096% (n = 320,000);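 active = mean replicate activation of at least 60% and every replicate at or above 60%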;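 also: 0% = median plate neutral-control signal and 100% = twice that signal; values of inactives mirror those of a sister screen read the other way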
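System: LDL receptor-deficient CHO ldlA cells overexpressing murine SR-BI | Timing: 3 h uptake period with compound, 37 °C | Medium: HEPES-buffered (25 mM, pH 7.4) F12 plus 0.5% BSA | Dosing: Single-point compound dose | Signal: Bottom-read fluorescence, 550/595 nm | Read-out: Retained DiI signal reflecting DiI-HDL uptake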
MITF act – activators of MITF-driven TRPM1 promoter activity in SK-MEL-5 cells; SK-MEL-5 TRPM1-promoter luciferase, 24 h; % of positive control, neutral wells = 0; activation, % at 12.5 µM; actives 0.75% (n = 300,000); AID 588334;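 active = mean activation of at least 80% with every replicate also reaching 80%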;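 also: 0% = neutral control wells and 100% = parthenolide positive control wells; values of inactives mirror those of a sister screen read the other way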
Rtt109 Vps75 – blocks Candida albicans Rtt109/Vps75 acetyltransferase activity; inhibition, % at 34.9 µM; purified Rtt109/Vps75, ThioGlo CoA-SH fluorescence, 4 h; actives 0.16% (n = 330,000);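 active = inhibition of at least 50% in every replicate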
Target sequence (Q5AAJ8 whole entry, looked up): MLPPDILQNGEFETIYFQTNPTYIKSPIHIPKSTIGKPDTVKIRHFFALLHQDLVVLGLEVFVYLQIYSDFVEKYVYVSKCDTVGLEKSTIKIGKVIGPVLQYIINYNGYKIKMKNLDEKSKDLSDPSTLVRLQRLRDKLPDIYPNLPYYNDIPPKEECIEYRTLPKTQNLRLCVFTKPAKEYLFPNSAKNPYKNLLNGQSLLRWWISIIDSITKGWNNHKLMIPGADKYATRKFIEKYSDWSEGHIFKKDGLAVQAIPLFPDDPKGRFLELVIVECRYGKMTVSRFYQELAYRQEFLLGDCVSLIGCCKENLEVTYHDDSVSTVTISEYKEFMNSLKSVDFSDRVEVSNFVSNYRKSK
PfHsp90 yeast 2 – growth inhibition of yeast expressing Plasmodium Hsp90; actives 0.32% (n = 310,000); S. cerevisiae expressing PfHsp90, BacTiter-Glo ATP, 48 h; yeast lacking PDR1 and PDR3 efflux regulators; AID 504621; inhibition, % at 9.4 µM;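 active = every replicate shows inhibition above about 80%, whatever the replicate mean, limit read from the data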;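 also: 0% = DMSO neutral controls and 100% = 20 µM radicicol positive controls; yeast relying on Plasmodium falciparum Hsp90 in place of its own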
SR-BI DiI inh – blocks mouse SR-BI lipid uptake from DiI-HDL; AID 488896; actives 0.96% (n = 320,000); inhibition, % at 12.5 µM; Q61009; ldlA[mSR-BI] CHO cells, DiI-HDL uptake fluorescence, 3 h;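 active = mean replicate inhibition of at least 70% and a set share of replicates each scoring 70 or more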;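 also: 0% = median of neutral control wells and 100% = median of positive control wells; values of inactives mirror those of a sister screen read the other way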
Target sequence (Q61009 whole entry, looked up): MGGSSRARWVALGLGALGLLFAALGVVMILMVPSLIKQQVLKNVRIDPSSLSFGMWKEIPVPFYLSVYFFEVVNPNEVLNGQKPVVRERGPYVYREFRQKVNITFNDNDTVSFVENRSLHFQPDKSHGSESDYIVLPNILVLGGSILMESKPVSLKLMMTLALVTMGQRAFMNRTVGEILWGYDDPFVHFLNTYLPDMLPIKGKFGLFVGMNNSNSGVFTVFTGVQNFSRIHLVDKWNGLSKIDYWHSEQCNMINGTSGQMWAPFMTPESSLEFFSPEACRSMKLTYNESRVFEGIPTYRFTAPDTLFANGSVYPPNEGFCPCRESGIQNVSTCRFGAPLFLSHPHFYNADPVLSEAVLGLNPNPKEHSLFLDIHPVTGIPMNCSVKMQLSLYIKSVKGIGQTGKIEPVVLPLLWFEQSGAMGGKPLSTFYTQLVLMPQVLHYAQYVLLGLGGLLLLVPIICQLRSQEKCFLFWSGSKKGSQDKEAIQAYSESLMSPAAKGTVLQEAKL
CAL PDZ FP-1 – blocks peptide binding to human CAL PDZ domain | actives 0.02% (n = 330,000) | inhibition, % at 20 µM | purified CAL PDZ, TMR-peptide fluorescence polarization, 1 h | AID 504414 | Q9HD26;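 active = highest replicate inhibition of at least 40%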;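 also: plate controls were DMSO neutral control wells for no effect and unlabeled competitor peptide control wells for full effect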
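Test system: purified CerCALP PDZ construct; Compound dosing: one concentration, 20 µM compound; Also added: TMR-labelled reporter peptide T*-PRC34 bound in PDZ groove; Read-out: inhibition from polarization loss; Controls: unlabelled peptide and DMSO controls; Signal: FP readout, S and P plane fluorescence; Incubation: 1 h at RT.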
NSD2 HMT inh – blocks human histone methyltransferase NSD2 | O96028 | AID 743445 | NSD2 peptide methylation, AlphaScreen, 120 min | inhibition, % at 12.5 µM | actives 0.54% (n = 310,000); in the data active = inhibition above about 50%
CAL PDZ FP-2 – CAL PDZ (human) peptide binding inhibition; actives 0.92% (n = 300,000); AID 602252; purified CAL PDZ, TMR-peptide fluorescence polarization, 1 h; inhibition, % at 24.9 µM;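 active = mean inhibition of at least 30% with at least half of replicates also reaching 30%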;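 also: 0% = DMSO neutral control and 100% = excess unlabeled competitor peptide PRC23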
* = called active by the depositor; . = no result given.

SMILES	dFosB act	PvdQ acylase	SR-BI DiI-HDL act	MITF act	Rtt109 Vps75	PfHsp90 yeast 2	SR-BI DiI inh	CAL PDZ FP-1	NSD2 HMT inh	CAL PDZ FP-2
Cc1ccc(-n2cc(CCCCCCCCC(=O)O)nn2)cc1	7	-7	18	0	-5	25	-18	0.8	.	-4
CCOc1ccccc1NC(=O)c1cccc(NC(=O)C(C)C)c1	-3	8	-32	1	.	15	32	-2.5	.	1
CN1C(=O)C(CCC(=O)O)NC1=S (configuration not stated)	-3	-17	-15	6	-4	-6	15	-2.4	77*	-3
COc1ccc(NS(=O)(=O)c2cc(NC(=O)/C=C/c3ccccc3OC)ccc2N2CCCCC2)cc1	4	14	-55	1	-4	3	55	-1.2	-4	-2
Cc1c(NC(C)c2ccccc2O)c(=O)n(-c2ccccc2)n1C (configuration not stated)	5	-4	3	3	-3	-7	-3	0.8	12	-1
CCOC(=O)N1CCN(C(=O)Cc2ccc(Cl)cc2)CC1	-2	-1	8	9	-3	44	-8	0.4	2	-2
CC(=O)Nc1cccc(NS(=O)(=O)c2c(C)noc2C)c1	6	-11	8	-12	-5	-5	-8	-0.3	-2	.
CC(C[N+](C)(C)C)OC(N)=O (configuration not stated)	1	-7	11	0	4	12	-4	0.9	.	-3
O=C(CN1CC[C@@]2(O)CCCC[C@H]2[C@@H]1c1ccc(F)cc1)NCc1ccco1	-5	-17	-4	-2	-5	14	4	-0.3	1	.
COc1ccc(C2=NN(C(C)=O)CC2c2cccc([N+](=O)[O-])c2)cc1 (configuration not stated)	0	0	-7	8	4	-6	7	-0.2	7	-6
O=C(CC1CCCC1)Nc1cc(C(F)(F)F)ccc1-n1cncn1	-5	-10	25	-11	3	2	-26	-0.4	4	-5
O=C1CC(C2CCCO2)C(=O)N1c1ccc(Cl)c(Cl)c1 (configuration not stated)	-1	-2	4	-3	-6	.	-4	-2.4	-2	-3
CN(C)S(=O)(=O)c1cccc(C(=O)Nc2ccc(C(=O)Nc3cccc(S(N)(=O)=O)c3)cc2)c1	-11	-5	-45	6	2	14	45	-3.7	2	-6
COc1ccc(C(=O)N(C)C2CCCc3ccccc32)cc1OC1CCN(C(C)C)CC1 (configuration not stated)	-12	-2	10	16	-2	14	-10	-1.5	1	0
Cc1cc(N2CCN(c3ccc(F)cc3)CC2)nc(-c2ccccc2)n1	-8	-9	-35	1	-7	-4	35	-0.5	1	.
COc1ccc(C2C(=O)c3ccccc3C2=O)c(OC)c1	1	-3	34	.	-1	.	-34	-1.1	1	-17
Cc1cc(C)cc(NC(=S)NC(=O)Cc2ccccc2)c1	-8	4	11	1	0	-8	-11	-0.1	-2	-2
Cc1ccc(C)c(S(=O)(=O)NCC(=O)NCc2ccco2)c1	0	-10	-12	-12	8	17	12	-0.3	0	-4
O=C(CSc1nc2nccnc2c(=O)n1Cc1cccs1)Nc1ccccc1F	-11	-4	.	.	-8	-3	.	-3.6	-6	-4
O=[N+]([O-])c1ccccc1/C=N/NC1=NS(=O)(=O)c2ccccc21	0	3	-8	-3	.	17	8	-1.6	5	-3
Cc1ccc(N(C)S(=O)(=O)c2cccc(C(=O)Nc3nnc(C4CC4)s3)c2)cc1	-7	-6	15	-2	-9	.	-15	-1.3	0	4
COc1ccc(NC(=O)c2cc(C)nc3ccccc23)c(OC)c1	1	-10	-30	-10	-6	.	30	-1.8	-1	4
CCOc1cc(C(=O)NCc2nnc(SCC(=O)OC)n2C)cc(OCC)c1OCC	1	-10	12	1	-1	7	-12	.	-4	4
CC(=O)c1cccc(S(=O)(=O)N(CCCO)Cc2cc3ccc(C)cc3[nH]c2=O)c1	-8	-8	15	9	4	-44	-15	-2.5	1	-2
CCNc1nc(NCC)nc(N(C)n2cnnc2)n1	-5	-12	1	-2	11	27	-1	0.0	-1	0
CC(=O)Nc1ccc(NC(=O)C(C)OC(=O)c2cc(S(=O)(=O)N3CCOCC3)ccc2Cl)cc1 (configuration not stated)	-1	-12	-41	8	-8	-1	41	-3.4	-1	-5
Cc1ccc(N2CCCn3c2cc(C)c(C#N)c3=O)cc1Cl	-5	5	-17	-4	5	7	17	-1.6	2	-5
O=C(Cn1ncc(Cl)c(Cl)c1=O)N1CCOCC1	4	-14	25	-97	7	-4	-25	0.3	-5	-6
Cc1ccc(NC2CCCN(C(=O)CCC3=NNC(=O)CC3)C2)cc1C (configuration not stated)	-6	-1	6	7	29	9	-6	-2.7	0	0
O=S(=O)(/C=C/c1ccccc1)N1CCc2ccccc2C1	-5	-16	-3	1	-4	-19	3	.	0	-5
O=C(COc1ccccc1Cl)NCCNC(=O)c1ccco1	-3	-11	22	2	-3	-15	-22	-2.7	3	-2
CCn1c(SCC(=O)NCCc2ccccc2)nc2c([nH]c3ccccc32)c1=O	10	-11	11	-7	-5	13	-11	-0.6	.	-3
CCOC(=O)C1=C(N)Oc2c(oc(CO)cc2=O)C1c1ccc(Cl)cc1 (configuration not stated)	7	-2	-8	-6	3	21	8	-1.4	12	11
O=C(Nc1cccnc1)c1cc2c(ccc3ccccc32)o1	0	-1	-22	60	2	20	22	-3.6	3	-1
CC(C)CNC(=O)C1C2C=CC(C2)C1C(=O)O (configuration not stated)	7	-7	9	-1	11	.	-9	0.8	0	-4
COC(=O)C(Cc1c[nH]c2ccccc12)NC(=O)c1cccc(S(=O)(=O)N2CCCCC2)c1 (configuration not stated)	-7	-11	23	-1	-1	-6	-23	0.0	1	1
O=[n+]1c2c(n([O-])c3cc(F)c(N4CCCC4)cc31)CCCC2	-1	8	9	8	-8	2	-9	-0.6	4	-3
CC1CCCCC1NC(=O)C(Cc1ccccc1)NS(=O)(=O)c1cccs1 (configuration not stated)	4	11	2	11	3	19	-2	-1.6	0	-5
CC1=C(C#N)C(C(F)(F)F)(C(F)(F)F)N=C(c2ccco2)N1	2	-10	4	-11	2	2	-4	-1.8	1	-1
Cc1nn(-c2ccc(F)cc2F)c(=O)c2noc(C)c12	-1	4	8	.	5	16	-8	-1.2	26	-3
O=C(COC(=O)c1cc(S(=O)(=O)N2CCOCC2)ccc1Cl)NCc1ccccc1	-5	-11	-14	-1	6	-4	14	0.0	0	-8
COc1cccc(CN(CC(=O)NC2CCCC2)C(=O)c2csnn2)c1	5	-3	2	-5	3	4	-2	-1.7	-1	-2
Cc1cc(C(=O)CSc2nnnn2-c2ccccc2)c(C)n1CCc1ccccc1	-12	0	-44	-9	0	5	44	0.3	-3	-4
CC(C)(C)C(=O)OCc1nc(-c2ccc(O)c(O)c2)cs1	-14	-6	8	.	-4	-37	-8	-4.5	28	.
CSc1ncccc1C(=O)NC1CC(C)(C)Cc2c1cnn2-c1ccccc1C (configuration not stated)	-15	-4	-19	1	4	14	19	-0.8	-1	-3
CCOC(=O)c1cccc(NC(=O)c2cncc(Br)c2)c1	-3	3	-18	50	6	-12	18	-1.5	-3	-6
CCCCNC(=O)N(C)c1nc2ccccc2s1	-7	-2	-12	52	2	-15	12	0.3	-4	-9
COc1ccc(CCNC(=O)CN2CCN(c3cccc(C(F)(F)F)c3)CC2)cc1	-2	4	-2	.	23	.	2	-2.0	1	-4
CC(C)N(C(=O)Cn1c(=O)oc2ccccc21)c1ccccc1	-4	7	-1	8	-9	3	1	1.3	-1	-3
C/C(CC(=O)Nc1ccc(C)cc1C)=N\NC(=O)C(C)C	4	-1	44	-3	0	0	-44	-3.0	-4	0

Next results follow:
SMILES	dFosB act	PvdQ acylase	SR-BI DiI-HDL act	MITF act	Rtt109 Vps75	PfHsp90 yeast 2	SR-BI DiI inh	CAL PDZ FP-1	NSD2 HMT inh	CAL PDZ FP-2
O=C(O)CCn1[nH]c(=O)ccc1=O	-5	-8	-7	4	.	-15	7	-0.8	-3	-3
Cc1ccc(NNC(=O)c2cc(C(C)(C)C)nn2Cc2ccccc2)cc1	-10	-10	-3	-1	1	-8	3	-0.4	1	-8
CC#C[C@@H](CC)c1ccc2ccn(C)c2c1	1	-2	7	.	1	8	-7	-0.8	.	-4
CC(C)(CNC(=O)c1ccc(S(=O)(=O)Nc2ccccc2F)cc1)N1CCOCC1	-2	-10	-9	-2	2	10	9	0.2	-3	-2
CN(C)n1cccc1/C=C(\C#N)S(=O)(=O)c1cccc(Cl)c1	-7	-8	7	.	1	66	-7	-2.6	1	.
c1ccc2nc3c(nc2c1)OCC1CCCCN31 (configuration not stated)	6	-7	8	55	2	-41	-8	-0.4	24	-4
COc1ccc(C2CC(=O)C=C(NC3CCCC3)C2)cc1 (configuration not stated)	3	8	5	-3	12	-4	-5	-1.4	1	-2
CCOc1ccc(NC(=O)CN(C)C(=O)c2cc([N+](=O)[O-])ccc2N2CCCCC2)cc1OCC	-9	4	-61	-7	50	8	61	-2.4	5	0
CCOc1ccc(NC(=O)CSc2nc3ccsc3c(=O)n2CCC(=O)O)cc1	-3	25	14	11	4	6	-14	-0.2	1	.
Oc1c(Cl)cc(Cl)cc1C(C#Cc1ccccc1)N1CCOCC1 (configuration not stated)	-16	-2	-3	-4	-12	-14	3	-0.7	-1	-3
Cc1ccc(-c2nc3ncccc3o2)cc1NC(=O)C(C)C	-3	-4	17	.	-5	14	-17	-0.4	-2	-4
CSc1nc(NC(C)C)nc(N2CCOCC2)n1	4	9	2	-19	-7	4	-2	0.0	0	-2
Cc1cc(=O)oc(C)c1C(=O)NC1CCCCCCC1	-2	-3	6	-10	-2	21	-6	-1.2	10	-4
CCOC(=O)C1=NNC(C(=O)OCC)C1C(=O)OCC (configuration not stated)	4	-6	39	2	-1	-3	-39	0.0	-1	11
Cc1cccc(NC(=O)CN2CCN(C(=O)c3cccc(-n4cnnn4)c3)CC2)c1C	4	-10	3	.	2	5	-3	0.4	-1	-2
O=C(Cn1nnc(-c2ccccc2NC(=O)c2ccco2)n1)Nc1ccccc1	7	-17	-14	-14	-5	-10	14	-2.1	.	-2
CCN(CC)CCCNC(=O)CSc1nc(C)cc(C)n1	-2	13	5	2	5	0	-5	-0.1	11	1
Cc1csc(NC(=O)CSc2nc(C(C)C)nc3ccccc23)n1	-13	-10	.	-16	4	1	.	-2.2	2	.
CCOc1cc(CN2CCN(Cc3ccc(C)o3)C(CCO)C2)ccc1OC (configuration not stated)	-9	10	-3	-16	8	12	3	-1.7	0	-2

Structural class: the entries above with a CF3 group
SMILES	dFosB act	PvdQ acylase	SR-BI DiI-HDL act	MITF act	Rtt109 Vps75	PfHsp90 yeast 2	SR-BI DiI inh	CAL PDZ FP-1	NSD2 HMT inh	CAL PDZ FP-2
O=C(CC1CCCC1)Nc1cc(C(F)(F)F)ccc1-n1cncn1	-5	-10	25	-11	3	2	-26	-0.4	4	-5
CC1=C(C#N)C(C(F)(F)F)(C(F)(F)F)N=C(c2ccco2)N1	2	-10	4	-11	2	2	-4	-1.8	1	-1
COc1ccc(CCNC(=O)CN2CCN(c3cccc(C(F)(F)F)c3)CC2)cc1	-2	4	-2	.	23	.	2	-2.0	1	-4
